# PGE2 EP2 inh – human EP2 receptor antagonists, primary screen, TR-FRET cAMP, C6 glioma cells; Prostaglandin E2 receptor EP2 subtype (Homo sapiens), P43116; C6 glioma cells expressing human EP2; cells stimulated with saturating PGE2; inhibition, % at 25 µM; actives 0.52% (n = 260,000); AID 1422, 2008;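 active = percent inhibition above 40 after rounding to a whole number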;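 also: rat C6 glioma host cells with rolipram phosphodiesterase inhibitor present; the protocol text gives 20 µM as final concentration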
# Target sequence (P43116 whole entry, looked up): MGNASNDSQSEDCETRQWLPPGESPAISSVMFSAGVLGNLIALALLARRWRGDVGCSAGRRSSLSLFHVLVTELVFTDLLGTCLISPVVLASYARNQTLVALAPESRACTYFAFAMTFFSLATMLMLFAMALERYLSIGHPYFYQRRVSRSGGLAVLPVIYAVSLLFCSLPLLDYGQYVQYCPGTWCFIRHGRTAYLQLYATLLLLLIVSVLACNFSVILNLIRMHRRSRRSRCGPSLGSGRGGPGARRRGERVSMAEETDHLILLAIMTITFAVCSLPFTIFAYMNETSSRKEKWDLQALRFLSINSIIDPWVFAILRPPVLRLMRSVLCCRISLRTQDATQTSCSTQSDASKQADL
# EP2 mod – EP2 receptor modulators, cAMP readout, primary screen, cell-based, HTRF cAMP, PGE2 stimulation; Prostaglandin E2 receptor EP2 subtype (Homo sapiens), P43116; EP2-expressing cells, cAMP HTRF FRET, PGE2 co-stimulation; induction, % at 25 µM; actives 0.83% (n = 260,000); AID 940, 2007;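 active = compounds whose cAMP rise, as percent of the full-agonist control response, exceeds 60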;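 also: rat C6 glioma line stably carrying human EP2 under a CMV promoter; the protocol text gives 20 µM as final concentration; 100% = response of wells given 1 µM PGE2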
# L929 necroptosis – inhibitors of zVAD-triggered necroptosis, primary screen, L929 cells | L929 zVAD necroptosis rescue, ATP luminescence, 24 h; with zVAD 60 µM | viability rescue, % at 10 µM | actives 0.38% (n = 220,000) | AID 1377, 2008;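 active = activation, scaled between plate controls, above about 75%, limit read from the data; inactive = activation under that limit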;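 also: 0% = zVAD with DMSO and 100% = DMSO alone without zVAD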
# TNF death inh – inhibitors of TNF-alpha triggered necroptosis, primary screen, cell-based, Jurkat FADD-/-, single concentration; Jurkat FADD-/- TNF necroptosis rescue, ATP luminescence, 24 h; 0 = TNF only, 100 = no-TNF cells; activation (protection from cell death), % at 10 µM; actives 0.068% (n = 220,000);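 active = activation, meaning protection from cell death, of at least 50% relative to plate controls; inactive = activation below 50%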;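 also: necroptosis triggered by 40 ng/mL TNF-alpha added together with compound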
# PERK inh – block of dimerizer-induced PERK translation repression, primary screen, PERK inhibitor project, CHO PERK-DD cells, SEAP luminescence, HTS. Eukaryotic translation initiation factor 2-alpha kinase 3 (Homo sapiens), Q9NZJ5. CHO PERK-DD fusion, SEAP luminescence translation reporter. inhibition, % at 5.6 µM. actives 0.17% (n = 220,000). AID 1416, 2008;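 active = inhibition above the mean inhibition of all tested compounds plus 3 SD, set separately per screening campaign, cut at about 2.9% in these data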;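 also: PERK kinase domain activated by AP20187 dimerizer at 100 nM; 0% = DMSO with dimerizer and 100% = rapamycin at 8.4 µM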
# Runt-SMMHC FRET – inhibitors of RUNX1 Runt–CBFb-SMMHC binding, primary screen, biochemical, FRET, Cerulean-Runt, Venus-CBFb-SMMHC, uHTS. inhibition, % at 20 µM. actives 0.74% (n = 220,000). Cerulean-Runt/Venus-CBFb-SMMHC FRET ratio 530/480, 1 h. AID 1434, 2008;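 active = mean inhibition across duplicate retests at 20 µM reaching about 50%, limit read from the data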;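 also: 0% = DMSO wells and 100% = wells with excess untagged CBFb-SMMHC; inhibitors lower the FRET ratio by blocking Runt binding to CBFb-SMMHC; some results filed as inactive read as strong as hits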
# Runt-CBFb FRET – inhibitors of RUNX1 Runt–CBFb binding, primary screen, biochemical, FRET, Cerulean-Runt, Venus-CBFb, uHTS; Runt-related transcription factor 1 (Homo sapiens) + Core-binding factor subunit beta …; Cerulean-Runt/Venus-CBFb FRET ratio 530/480, 1 h; inhibition, % at 20 µM; actives 0.46% (n = 220,000); AID 1496, 2009;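 active = inhibition over about 50% at 20 µM in the single-dose screen, limit read from the data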;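 also: 0% = DMSO wells and 100% = excess unlabeled CBFb competitor control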
#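 Buffer or medium: Tris pH 7.5 buffer with BSA. Assay system: Cerulean-labeled Runt domain protein. Amount: each fluorescent fusion protein 100 nM. Read-out basis: loss of energy transfer signal. Incubation: 1 h compound exposure, room temperature. Probe or stimulus: Venus-CBFb binding partner, 100 nM. Detection: FRET, excitation 422 nm, emission at 530 and 480 nm.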
# Hck-Nef inh – inhibitors of Nef-activated human Hck kinase, primary screen, biochemical, Z-Lyte FRET, 384-well, Hck-YEEI. Recombinant Hck-YEEI plus Nef, Z-Lyte FRET kinase assay. inhibition, % at 20 µM. actives 0.68% (n = 220,000). AID 463187, 2010;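 active = Hck-Nef kinase inhibition above about 50%, limit read from the data; inactive = inhibition below that limit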;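 also: 0% = DMSO with Hck plus Nef and 100% = Hck alone without Nef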
# Target sequence (P08631 whole entry, looked up): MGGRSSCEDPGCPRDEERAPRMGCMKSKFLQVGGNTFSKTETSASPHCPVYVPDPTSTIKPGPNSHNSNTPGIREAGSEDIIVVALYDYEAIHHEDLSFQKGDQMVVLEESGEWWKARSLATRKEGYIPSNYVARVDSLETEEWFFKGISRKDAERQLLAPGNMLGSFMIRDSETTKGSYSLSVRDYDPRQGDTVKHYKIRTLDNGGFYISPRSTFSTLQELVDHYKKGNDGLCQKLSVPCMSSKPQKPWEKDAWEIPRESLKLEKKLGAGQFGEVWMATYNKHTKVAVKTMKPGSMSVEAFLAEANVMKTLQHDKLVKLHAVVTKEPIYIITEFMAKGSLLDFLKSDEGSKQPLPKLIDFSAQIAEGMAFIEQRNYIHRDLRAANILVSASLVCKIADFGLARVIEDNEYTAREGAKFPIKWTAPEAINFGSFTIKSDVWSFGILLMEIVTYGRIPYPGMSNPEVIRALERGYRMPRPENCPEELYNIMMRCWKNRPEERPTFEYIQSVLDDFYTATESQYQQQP
# RBBP9 inhibitor – human RBBP9 inhibitors, primary screen, biochemical, fluorescence polarization, FP-Rh probe, HTS | recombinant RBBP9 | inhibition, % at 7.94 µM | Serine hydrolase RBBP9 (Homo sapiens), O75884 | actives 0.2% (n = 220,000);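 active = inhibition above the campaign mean of all tested compounds plus 3 SD, cut at about 14% in these data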;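 also: plate controls were DMSO wells with RBBP9 for no effect and wells lacking RBBP9 protein for full effect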
# Target sequence (O75884 whole entry, looked up): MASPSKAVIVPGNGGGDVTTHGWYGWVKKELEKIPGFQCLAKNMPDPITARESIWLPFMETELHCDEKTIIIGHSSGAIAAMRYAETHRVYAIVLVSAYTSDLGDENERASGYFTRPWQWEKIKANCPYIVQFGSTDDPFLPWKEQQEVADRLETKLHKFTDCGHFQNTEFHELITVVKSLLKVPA
#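 System: RBBP9 protein | Quantity: 2.5 µM RBBP9 dispensing solution, before mixing | Reagent: FP-Rh probe, 375 nM dispensing solution | Timing: Enzyme-compound preincubation 30 min, then probe labeling 45 min, 25 °C | Measured by: Fluorescence polarization | Read-out: % inhibition | Replication: One well per compound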
# Starred values were filed as active, the others as inactive; / = no result given; & = joins results of further samples. Only part of the results is shown, so the mix of outcomes need not match the whole.
1	CCCC(=O)Oc1ccc(-c2nccc(C(OC)OC)n2)cc1
2	Cc1ccc(/C(N)=N/OC(=O)c2ccc(C)cc2Cl)cc1
3	O=C(c1cccc(C(=O)N2CCN(c3ccccc3F)CC2)c1)N1CCN(c2ccccc2F)CC1
4	S=C(NCCc1ccccc1)N1CCN(Cc2ccccc2)CC1
5	COc1ccc2[nH]cc(S(=O)(=O)c3ccc(C)cc3)c2c1
6	c1coc(CN=C2NC(=NCc3ccco3)c3ccccc32)c1

compound no. | 1 | 2 | 3 | 4 | 5 | 6
PGE2 EP2 inh | 2 | 18 | 13 | 11 | 8 | 10
EP2 mod | 23 | -18 | -11 | -9 | -1 | -42
L929 necroptosis | 2.4 | 0.9 | -0.8 | 1.3 | 1.0 | 0.0
TNF death inh | 2.5 | -0.4 | -3.2 | 1.8 | 1.6 | -10
PERK inh | 1.9 | 1.6 | -0.8 | 0.4 | 0.5 | 1.2
Runt-SMMHC FRET | 2 | 0 | 0 | 0 | -1 | -1
Runt-CBFb FRET | 0 | -2 | -2 | 0 | 0 | 4
Hck-Nef inh | 22 | 6 | -5 | 4 | 0 | 1
RBBP9 inhibitor | 3 | -6 | -2 | -10 | -5 | -9

7	CCN(CC)S(=O)(=O)c1ccc(OC)c(NC(=O)Cc2cccs2)c1
8	COc1ccc(CC(=O)Nc2ccccc2C(=O)N2CCOCC2)cc1OC
9	CCn1c(SCC(=O)NC(=O)NCc2ccco2)nnc1-c1cccs1
10	COc1ccc2cc(CN(CC3CCCO3)C(=S)Nc3ccccc3)c(=O)[nH]c2c1 (stereo unspecified)
11	CCOC(=O)c1cc2occc2n1CCCN1C(=O)c2ccccc2C1=O
12	N#Cc1cc(-c2ccccc2)oc1/N=C/c1ccccc1O

compound no. | 7 | 8 | 9 | 10 | 11 | 12
PGE2 EP2 inh | 9 | 8 | 13 | 7 | 0 | 16
EP2 mod | 5 | 36 | -3 | -3 | 32 | -14
L929 necroptosis | 3.8 | 0.8 | 0.5 | 4.0 | 0.5 | -0.2
TNF death inh | 0.1 | 0.9 | -1.3 | -2.6 | -0.2 | -3.8
PERK inh | -1.4 | 1.1 | -0.5 | -0.1 | -1.8 | 0.3
Runt-SMMHC FRET | -2 | 5 | 0 | -1 | 0 | -3
Runt-CBFb FRET | -2 | 1 | 2 | 1 | 1 | 4
Hck-Nef inh | 30 | 4 | -2 | 19 | 1 | 1
RBBP9 inhibitor | -2 | -5 | -10 | -8 | 1 | -10

13	Cc1ccccc1-c1nn[nH]n1
14	Cc1cccc(NC(=O)c2ccc(C3SCC(=O)N3CCc3ccccc3)cc2)c1C (stereo unspecified)
15	C=CCn1c(SCC(=O)Nc2sccc2C#N)nc2sc(C)c(C)c2c1=O
16	Cc1ccc(NC(NC(=O)OCCn2c([N+](=O)[O-])cnc2C)C(Cl)(Cl)Cl)cc1 (stereo unspecified)
17	CCOc1ccc2nc(NCCCNC(=O)c3cc(OC)c(OC)c(OC)c3)c(C#N)cc2c1
18	Cc1ccc(OCC(=O)N/N=C\c2cn(Cc3ccccc3)c3ccccc23)cc1C

compound no. | 13 | 14 | 15 | 16 | 17 | 18
PGE2 EP2 inh | 4 | 18 | 17 | 7 | 4 | 5
EP2 mod | -11 | -36 | 1 | 1 | -11 | 7
L929 necroptosis | -0.9 | -0.4 | 0.3 | 0.0 | 0.6 | 3.7
TNF death inh | 0.1 | -2.4 | -1.1 | 2.4 | -7.2 | 2.4
PERK inh | -0.3 | -1.8 | -0.3 | 0.1 | 1.0 | 0.6
Runt-SMMHC FRET | 2 | -6 | 4 | -1 | 81* | -3
Runt-CBFb FRET | 2 | -1 | 0 | 0 | 60* | 2
Hck-Nef inh | 0 | -2 | 63* | 1 | -13 | 2
RBBP9 inhibitor | 2 | -12 | -10 | 2 | -6 | 3

# In the list so far, these contain two or more sulfur atoms:
7	CCN(CC)S(=O)(=O)c1ccc(OC)c(NC(=O)Cc2cccs2)c1
9	CCn1c(SCC(=O)NC(=O)NCc2ccco2)nnc1-c1cccs1
15	C=CCn1c(SCC(=O)Nc2sccc2C#N)nc2sc(C)c(C)c2c1=O

compound no. | 7 | 9 | 15
PGE2 EP2 inh | 9 | 13 | 17
EP2 mod | 5 | -3 | 1
L929 necroptosis | 3.8 | 0.5 | 0.3
TNF death inh | 0.1 | -1.3 | -1.1
PERK inh | -1.4 | -0.5 | -0.3
Runt-SMMHC FRET | -2 | 0 | 4
Runt-CBFb FRET | -2 | 2 | 0
Hck-Nef inh | 30 | -2 | 63*
RBBP9 inhibitor | -2 | -10 | -10

# (continued)
19	O=C(O)c1ccc2[nH]c3c(c2c1)CSCC3
20	Cc1ccc(OCc2nnc(SCC(=O)Nc3ncc(C)s3)o2)cc1
21	N/C(=N\OC(=O)c1cccs1)c1cccc([N+](=O)[O-])c1
22	CCCCNC(=O)NNC(=O)c1ccc(F)cc1
23	Cc1nc2ccc(NC(=O)N3CCCCC3)cc2s1
24	O=C(CN(CC1CCCO1)C(=O)Cn1nnc(-c2ccc(F)cc2)n1)NC1CCCCC1 (stereo unspecified)

compound no. | 19 | 20 | 21 | 22 | 23 | 24
PGE2 EP2 inh | 1 | 14 | 7 | 11 | 4 | 5
EP2 mod | 15 | -43 | 23 | 25 | -2 | 17
L929 necroptosis | 0.6 | -0.4 | 1.6 | 0.5 | 0.1 | -0.2
TNF death inh | -1.3 | 1.4 | 1.3 | 0.8 | 1.3 | -1.8
PERK inh | -0.8 | -0.1 | -1.4 | 0.7 | 0.5 | -1.4
Runt-SMMHC FRET | 6 | -1 | -2 | -2 | 1 | 2
Runt-CBFb FRET | 15 | 1 | 0 | -2 | -1 | -7
Hck-Nef inh | 12 | 20 | 11 | 5 | 13 | -1
RBBP9 inhibitor | -12 | -15 | -8 | -8 | -3 | -9

25	Cc1ccc(/C=N/Nc2nnc(Cc3ccccc3)c(=O)[nH]2)o1
26	O=C1CN(C(=O)COc2ccc(F)cc2Cl)c2ccccc2N1
27	COc1ccc(NC(=O)c2cc(C)n(Cc3cccs3)c2C)cc1
28	CCOC(=O)Cc1cc(=O)n2[nH]cc(-c3ccc(Cl)cc3)c2n1
29	FC(F)(F)c1ccc(/C=N/N2CCN(Cc3cccc4ccccc34)CC2)cc1
30	COC(C[C@@H]1O[C@H]1[C@H](O)COCc1ccccc1)OC

compound no. | 25 | 26 | 27 | 28 | 29 | 30
PGE2 EP2 inh | 8 | 2 | 13 | 17&7 | 4 | 23
EP2 mod | -66 | -12 | -43 | -31&-24 | 23 | -1
L929 necroptosis | -0.1 | -0.7 | 0.6 | -0.1 | 0.4 | 0.6
TNF death inh | -0.9 | 2.4 | -1.3 | 1.5 | -1.5 | 1.7
PERK inh | 0.7 | -0.3 | -0.1 | 0.1 | 1.0 | /
Runt-SMMHC FRET | 1 | -2 | -1 | -3 | 2 | 4
Runt-CBFb FRET | -2 | 3 | -1 | -4 | 0 | 1
Hck-Nef inh | 9 | 3 | 5 | 34 | 0 | 32
RBBP9 inhibitor | -10 | -15 | -2 | -10 | -3 | /

# Whole records as entered above. Screens in order: PGE2 EP2 inh | EP2 mod | L929 necroptosis | TNF death inh | PERK inh | Runt-SMMHC FRET | Runt-CBFb FRET | Hck-Nef inh | RBBP9 inhibitor
# Results for CCOC(=O)Cc1cc(=O)n2[nH]cc(-c3ccc(Cl)cc3)c2n1 : 17&7 | -31&-24 | -0.1 | 1.5 | 0.1 | -3 | -4 | 34 | -10
# Results for COC(C[C@@H]1O[C@H]1[C@H](O)COCc1ccccc1)OC : 23 | -1 | 0.6 | 1.7 | / | 4 | 1 | 32 | /

# (further entries)
31	Cc1ccc(C)c(NC(=O)c2nnn(Cc3ccccc3C)c2N)c1
32	CCCN1C(=O)c2[nH]nc(-c3cc(Cl)c(C)cc3O)c2C1c1ccc(O)c(OC)c1 (stereo unspecified)
33	Cc1ccc(NC(=O)N2CCC(C(=O)NCCC3=CCCCC3)CC2)cc1
34	CC(/C=C/c1ccccc1)=N\NC(=O)c1ccc(Br)cc1
35	CCOc1cc(CNCCO)cc(Br)c1OCc1cccs1
36	CCN1CC2([N+](=O)[O-])CC=C(OC)C([N+](=O)[O-])(C1)C2 (stereo unspecified)

compound no. | 31 | 32 | 33 | 34 | 35 | 36
PGE2 EP2 inh | 8 | 11 | 4 | 4 | 7 | 5
EP2 mod | -46 | 25 | 49 | -59 | -19 | 16
L929 necroptosis | 0.8 | 0.2 | -0.1 | 49 | 0.3 | 0.2
TNF death inh | 1.2 | -6.2 | -0.5 | 1.1 | -12 | -1.4
PERK inh | -0.8 | -0.8 | 0.7 | -0.1 | -1.0 | -0.9
Runt-SMMHC FRET | 5 | 4 | -1 | 4 | -1 | 3
Runt-CBFb FRET | 1 | 7 | -1 | 0 | 1 | 1
Hck-Nef inh | 1 | 14 | 2 | 24 | 1 | -2
RBBP9 inhibitor | -4 | 0 | 2 | 1 | -5 | -5

37	O=c1onc(-c2cccs2)n1Cc1ccccc1
38	CN(C)CCCn1c(NC(=O)C2CCCCC2)nc2ccccc21
39	CCCN(Cc1cc(=O)[nH]c2ccccc12)C(=O)CC
40	Cc1cc(C)n2ncc(C(=O)O)c2n1
41	O=C(C(=O)N1CCN(c2ccccc2F)CC1)c1c[nH]c2ccccc12
42	COc1ccc(NC(=S)NCCN2CCC(C)CC2)cc1Cl
43	O=C(CSc1nn(-c2ccccc2)c(=S)s1)Nn1cnnc1

compound no. | 37 | 38 | 39 | 40 | 41 | 42 | 43
PGE2 EP2 inh | 10 | 8 | 5 | 6 | 4 | 8 | /
EP2 mod | 12 | -12 | 10 | 21 | -40 | -29 | -2
L929 necroptosis | -0.2 | -0.3 | 0.5 | -0.5 | 0.9 | -0.5 | 2.2
TNF death inh | -1.6 | 0.1 | 1.2 | 0.6 | 0.0 | 0.1 | 3.1
PERK inh | 0.7 | -0.1 | -0.5 | 1.3 | 1.2 | -0.7 | 0.3
Runt-SMMHC FRET | 4 | 0 | 4 | 2 | 3 | 30 | -2
Runt-CBFb FRET | -2 | 0 | 0 | 1 | -1 | 30 | -1
Hck-Nef inh | 3 | 0 | 2 | 11 | 21 | 25 | -7
RBBP9 inhibitor | -5 | -2 | 2 | 2 | -7 | 5 | 5
